S3 lipid droplet = qHTS Assay for Lipid Storage Modulators in Drosophila S3 Cells | Drosophila S3 cells, BODIPY lipid droplet fluorescence, 18-24 h; cells fed with added oleic acid | lipid storage change, negative = inhibition, % at the top dose, mostly 46.1 µM; hits show Potency in µM | 320,000 tested, 0.64% active | AID 2685, 2010; active = well fitted inhibition curve with a large enough effect in the signal ratio, with a control signal flat, not every such curve was filed as active; inconclusive = small, poorly fitted or top-dose-only effect, or effect the other way, or a change in a side signal; the % refers to the signal ratio
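Laser-scanning cytometry quantifies lipid droplet accumulation (500–530 nm total intensity; droplet/cell object ratio) in oleic acid-fed (400 uM added) Drosophila S3 cells treated with a concentration series. 20 uM Triacsin C defined 100% inhibition.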
S3 lipid droplet cell count max = second read-out of S3 lipid droplet, no call of its own (marks repeat the call); cell number change, %; measured here: cell count max response;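 cells counted by Cell Tracker Red CMTPX staining in the red channel; peak over a dose series mostly up to 46.1 µM; percent activity relative to internal control wells on each plate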
The depositor's hits bear a star; i = inactive; ? = inconclusive; · = no result given. % is set by controls: 0 for no effect and ±100 for the full control effect; potency is the fitted concentration of half-maximal effect. Only part of the results is shown, so the mix of outcomes need not match the whole.

| SMILES | S3 lipid droplet | S3 lipid droplet cell count max |
| --- | --- | --- |
| COc1ccc(CCC(=O)Nc2ccc(S(=O)(=O)Nc3nccc(C)n3)cc2)cc1 | ? | · |
| Cc1ccc(-c2noc(CCC(=O)NCc3ccccc3CN3CCOCC3)n2)cc1 | ? | · |
| CCc1ccc(NC(=O)CCC(=O)Nc2nnc(C(F)(F)F)s2)cc1 | i | 24 |
| COCCSc1nnc(NC(=O)c2ccc([N+](=O)[O-])cc2)s1 | 3% | · |
| CC(C)c1ccccc1-n1c(-c2cccnc2)n[nH]c1=S | ? | · |
| O=C(NC(=S)Nn1cnc2c(cnn2-c2ccccc2)c1=O)c1ccc(Cl)cc1 | -3% | 1 |
| Cc1ccc(/C=C/C(=O)OCC(=O)NC(=O)NCc2ccco2)cc1 | i | -6 |
| Cc1ccc(C(C(=O)NCc2ccccc2)N(C(=O)c2csnn2)c2cccc3ccccc23)o1 (stereo not given) | ? | · |
| COC(=O)c1[nH]c2cc(OC)ccc2c1NC(=O)CCN1CCCCC1 | ? | · |
| COC(=O)[C@@H]1C[C@@H](C(=O)O)[C@H](C)C1(C)C | 9% | · |
| CC(C)(C)SCCNS(=O)(=O)c1ccc2ccccc2c1 | -8% | -20 |
| COc1ccc(OC)c(-c2csc(N(Cc3ccco3)C(=O)c3ccco3)n2)c1 | 0% | -2 |
| CSC1=NCCN1C(=O)c1ccc(S(=O)(=O)N2CCCCC2)cc1 | i | · |
| O=c1[nH]c2c(n(C3CCCCC3)c1=O)CCC2 | -16% | · |
| COc1ccc(C(=O)Oc2coc(CSc3nnc(NC(=O)c4cccs4)s3)cc2=O)cc1 | ? | · |
| N#Cc1nccnc1S(=O)(=O)c1cccs1 | ? | · |

The final 2 compounds of the section before open the next one.
| SMILES | S3 lipid droplet | S3 lipid droplet cell count max |
| --- | --- | --- |
| COc1ccc(C(=O)Oc2coc(CSc3nnc(NC(=O)c4cccs4)s3)cc2=O)cc1 | ? | · |
| N#Cc1nccnc1S(=O)(=O)c1cccs1 | ? | · |
| O=C(NCCc1c[nH]c2ccccc12)C(=O)NCC1OCCN1S(=O)(=O)c1ccc(F)cc1 (stereo not given) | ? | · |
| CSc1nnc2n(C3CCCCC3)c(=O)c3c4c(sc3n12)CCCC4 | ? | · |
| Clc1ccc(-c2nnc(-c3ccccc3)c(N3CCSCC3)n2)cc1 | ? | · |
| COc1ccc(C)cc1NC(=O)c1cc(S(=O)(=O)N2CCC3(CC2)OCCO3)ccc1F | i | -32 |
| CCOC(=O)c1[nH]cnc1C(=O)NC(C)C | -3% | -19 |
| Cc1onc(-c2c(Cl)cccc2Cl)c1C(=O)c1ccc(F)cc1 | ? | · |
| O=C(c1ccc(Cl)cc1)N1CCCC(C(=O)N2CCc3ccccc3C2)C1 (stereo not given) | ? | · |
| CCCCCc1nnc(NC(=O)Cn2cnc3ccccc3c2=O)s1 | ? | · |
| O=C(NC(=S)Nc1ccc(Br)cc1)C1CCC1 | ? | · |
| COc1ccc(C(=O)NCCNc2nc3ccc(C)cc3cc2C#N)cc1OC | 19% | · |
| Cc1cc(NC(=O)CN2CCN(c3ccccc3O)CC2)no1 | -11% | -7 |
| COc1ccc(C(=O)/C=C/C(=O)N(CC(=O)NC2CCCCC2)CC2CCCO2)c(O)c1 (stereo not given) | ? | · |
| O=C(Cc1ccccc1)Nc1ccc(NC(=O)Cc2ccccc2)c(Cl)c1 | ? | · |
| COc1ccccc1NC(=O)c1sc2ncn(CC(=O)Nc3ccccc3)c(=O)c2c1C | ? | · |
| COc1ccc(CN(C)C(c2ccccc2)c2nnnn2-c2ccccc2C)c(OC)c1C (stereo not given) | i | -2 |
| CSc1ccccc1C(=O)N1CCc2ccccc2C1 | ? | · |
| O=C(CCN1C(=O)/C(=C/c2ccccc2F)SC1=S)N[C@@H](CO)Cc1ccccc1 | ? | · |
| O=C(NC1CCC(O)CC1)C1CCN(S(=O)(=O)c2c(Cl)cccc2Cl)CC1 (stereo not given) | 26% | -19 |
| COc1ccc(OC)c(/C=C/C(=O)Oc2ccc(C(C)=O)cc2)c1 | ? | · |
| CC(C)Cn1c(N)c(C(=O)CSc2ccccc2)c(=O)n(C)c1=O | 8% | 6 |
| O=c1[nH]c2ccccc2n1CCCN1CCN(C(c2ccccc2)c2ccccc2)CC1 | ? | · |
| Oc1cccc(C=Nc2cccc3ccccc23)c1O | ? | · |
| COc1ccc(C(c2nnnn2C2CCCC2)N2CCc3ccccc3C2)cc1OC (stereo not given) | -8% | -21 |
| Cc1ccc(NC(=O)c2ccccc2O)cc1 | ? | · |

Complete entries, looked up by structure. Order of values: S3 lipid droplet, S3 lipid droplet cell count max
Cc1ccc(-c2noc(CCC(=O)NCc3ccccc3CN3CCOCC3)n2)cc1 in the list: ?, ·
CCCCCc1nnc(NC(=O)Cn2cnc3ccccc3c2=O)s1 in the list: ?, ·
Cc1ccc(C(C(=O)NCc2ccccc2)N(C(=O)c2csnn2)c2cccc3ccccc23)o1 (stereo not given) in the list: ?, ·
CC(C)c1ccccc1-n1c(-c2cccnc2)n[nH]c1=S in the list: ?, ·
COc1ccc(C(=O)NCCNc2nc3ccc(C)cc3cc2C#N)cc1OC in the list: 19%, ·

(more compounds)
| SMILES | S3 lipid droplet | S3 lipid droplet cell count max |
| --- | --- | --- |
| CCOC(=O)c1cccc(NS(=O)(=O)c2c(C(=O)N3CCCCCC3)c(C)n(C)c2C)c1 | ? | · |
| COc1cc(OC)c(-n2c(C)cc(C=O)c2C)cc1Cl | ? | · |
| CC1CCC2(CC1)OCC1(CCC3(COC4(CCC(C)CC4)OC3)C1=O)CO2 (stereo not given) | 5% | -4 |
| CCC1Oc2ccc(C)cc2N(CC(=O)NCCCN2CCCCC2CC)C1=O (stereo not given) | ? | · |
| c1ccc(OCc2nc(-c3cccs3)no2)cc1 | -12% | -2 |
| O=C(CSc1nnc(-c2cccs2)n1-c1ccccc1)c1ccc2c(c1)OCCO2 | ? | · |
| COc1ccc(OC)c(S(=O)(=O)NC2CCN(Cc3ccccc3)CC2)c1 | -23% | 4 |
| COc1ccccc1CNC(=O)CCS(=O)(=O)c1ccc(Cl)cc1 | i | · |
| Cc1c(NC(=O)C(C#N)=C2CCCCC2)c(=O)n(-c2ccccc2)n1C | ? | · |
| O=C(CSc1nnc(-c2ccco2)n1-c1ccccc1Cl)Nc1cccc(C(=O)O)c1 | ? | · |
| O=C(NNC(=O)C1[C@H]2CCCC[C@@H]12)c1ccc(=O)oc1 (stereo not given in full) | 14% | -9 |
| COc1ccc(NS(=O)(=O)c2ccc(N3CCOCC3)c(NC(=O)c3ccc(OC)cc3)c2)cc1 | 8% | 10 |
| O=C(COc1ccc(Br)cc1)N1CCC(c2ccccc2)C1 (stereo not given) | -12% | · |
| O=C(NN=C1CCCC1)c1cc(O)cc(O)c1 | ? | · |
| Cc1c(C)n(C)c2ccc(C(=O)N3CCN(c4ccccn4)CC3)cc12 | ? | · |
| CCOC(=O)c1sc2ccccc2c1NC(=O)c1coc2ccccc2c1=O | ? | · |
| CCC1=C(OC(=O)N(CC)CC)N2C(=O)OC(=NCc3ccccc3)[C@]2(C)[C@H]2C1=CC[C@H]1C(=O)N(CC(=O)OC)C(=O)[C@H]12 | ? | · |
| O=S(=O)(NCc1cccnc1)c1ccc(Cl)nc1 | 1% | 9 |
| COc1cc(Nc2ncnc(N)n2)cc(OC)c1OC | 8% | 3 |
| O=C(NC1CCCCC1)c1cc(-n2cnnc2)ccc1Cl | 11% | 3 |
| Cc1cc(C)nc(SCC(=O)Nc2ccc(S(=O)(=O)NC(C)(C)C)cc2)n1 | i | · |
| CCC1Oc2ccc(C)cc2N(CC(=O)NCCCN2CCN(Cc3ccccc3)CC2)C1=O (stereo not given) | -27% | 4 |
| CC12CCC(C(=O)N(NC(=O)c3ccccc3Cl)C1=O)C2(C)C (stereo not given) | ? | · |
| O=C(CC(c1ccccc1)c1ccccc1)Nc1ccc(C(=O)O)cc1 | ? | · |
| Cc1nnc(NC(=O)c2ccc(F)c(S(=O)(=O)N3CCCCC3)c2)s1 | -8% | -1 |
| COC(=O)CCC(=O)NNC(=O)CCC(=O)Nc1cccc(Cl)c1C | ? | · |
| CCc1cc2c(=O)c(-c3nc4ccccc4n3C)c(COCC(=O)O)oc2cc1OC(=O)C(C)(C)C | ? | · |
| CCN(C(=O)c1cn(C)c(=O)c2ccccc12)c1ccccc1F | 5% | 1 |
| Cc1ccc(N(C)S(=O)(=O)c2ccc(C)cc2)cc1 | -7% | -7 |
| O=C(NCCc1ccccc1)C(=O)c1c[nH]c2ccccc12 | ? | · |
| O=C(Nc1c(C(=O)N2CCCCC2)cnn1-c1ccccc1)c1ccco1 | -1% | 1 |
| COc1cccc(C(=O)OCC(=O)c2ccc(S(=O)(=O)N3CCCCC3)cc2)c1OC | ? | · |
| Nn1c(SCC(=O)Nc2ccccc2F)nnc1-c1cccnc1 | 27% | 24 |
| O=C(c1ccc(S(=O)(=O)N2CCCCC2)cc1)N1CCc2ccccc2C1 | 21% | 4 |
| CCOC(O)[C@H]1N[C@@H](c2ccc(Cl)cc2)[C@@H]([N+](=O)[O-])[C@@H]1c1ccccc1 (stereo not given in full) | ? | · |
| O=C(COc1cccnc1[N+](=O)[O-])Nc1ccc(N2CCOCC2)cc1 | ? | · |
| COc1ccc(CC(=O)Nc2ccc(N3CCCC3)c(C)c2)cc1 | ? | · |
| CCOC(=O)C1=C(C)N=C2c3ccccc3C(=O)C2C1c1ccc(C)cc1 (stereo not given) | ? | · |
| CN(C)S(=O)(=O)c1cccc(NC(=O)Cn2cc(C(F)(F)F)cc(Cl)c2=O)c1 | 15% | 23 |
| COc1ccc(C(=O)CCNc2ccc(C)c(Cl)c2)cc1 | ? | · |
| O=C(COC(=O)C1CC1)Nc1ccc(Oc2ccccc2)cc1 | ? | · |
| Cc1c(C(=O)c2ccc(Br)cc2)c(=O)n(C)c(=O)n1C | -19% | -6 |
| Cc1[nH]n(-c2ccc([N+](=O)[O-])cc2)c(=O)c1C=NCCN1CCN(C(=O)c2ccccc2F)CC1 | 0% | 6 |
| CN1CCN(c2nc3ccccn3c(=O)c2C=C(C#N)C#N)CC1 | 13% | 16 |
| CN(C(=O)/C=C/c1ccccc1)C1CCS(=O)(=O)C1 (stereo not given) | ? | · |
| CCOC(=O)c1cc(C)sc1/N=C/C1C(=O)CC(C)(C)CC1=O | ? | · |
| O=C(c1ccccc1F)N(Cc1cccs1)C1CCS(=O)(=O)C1 (stereo not given) | i | 9 |
| CCOC(=O)c1sc(NC(=O)C(CC)OC(=O)c2ccco2)nc1C (stereo not given) | ? | · |
| O=C(N/C(=C/c1ccc(Cl)cc1)C(=O)N1CCOCC1)c1ccccc1 | -17% | 26 |
| C#CCNc1c2c(nc3ncnn13)CC(C)CC2 (stereo not given) | ? | · |
| O=C(c1ccc(F)cc1)N1CCC2(CC1)NCCc1[nH]cnc12 | i | 6 |
| Cc1c(C(=O)NCCS(=O)(=O)N2CCN(c3ccccc3F)CC2)cccc1[N+](=O)[O-] | ? | · |
| O=C(COc1cc(Cl)ccc1Cl)N1CCNC1=O | ? | · |
| O=C(NCC1OCCc2ccccc21)c1ccc(NC(=O)c2ccccc2Cl)cc1 (stereo not given) | 0% | 1 |
| O=C(N[C@@H](Cc1c[nH]c2ccccc12)C(=O)O)C1CCN(S(=O)(=O)c2ccc(Cl)cc2)CC1 | ? | · |
| CCN(CC)S(=O)(=O)c1ccc(N2CCOCC2)c(NC(=O)c2cccc3ccccc23)c1 | -10% | -4 |

Additional records:
| SMILES | S3 lipid droplet | S3 lipid droplet cell count max |
| --- | --- | --- |
| COCCNC(=O)C1CC(c2cccc(OC)c2)=NO1 (stereo not given) | i | -22 |
| CCN1CCN(CCCNC(=O)c2cc3c(s2)-c2ccccc2OC3)CC1 | ? | · |
| CCOC(=O)Cn1nc(C)c(NC(=O)COc2ccc([N+](=O)[O-])c(C)c2)c1C | -1% | 24 |
| COc1ccc(CCC(=O)NCCc2ccc(OC)c(OC)c2)cc1 | ? | · |
| Cc1ccccc1C(=O)N1CCC(C(=O)NCc2ccc(Cl)cc2)CC1 | 6% | 9 |
| CC1(C)C(=O)Nc2ccccc2N1C(=O)COc1cc(Cl)ccc1Cl | ? | · |
| CC(C)OC(=O)CSc1nc2ccccc2s1 | i | -2 |
| Cc1ccc(NC(=O)c2ccc(OC(=O)COc3ccc(Cl)c(C)c3)cc2)cc1 | 1% | 10 |
| COc1ccc2cc(C#N)c(N3CCN(Cc4nnnn4CCC(C)C)CC3)nc2c1 | ? | · |
| Cc1nc([N+](=O)[O-])cn1CC(=O)Nc1ccc([N+](=O)[O-])cc1 | -30% | -15 |
| CCOC(=O)c1c(NC(=O)CSc2nnc(CNc3ccc(OC)cc3)n2C)sc(C)c1C | ? | · |
| CCN(C(=O)CSc1nnc(-c2cccs2)o1)C1CCS(=O)(=O)C1 (stereo not given) | ? | · |
| CCCC(C)C(=O)Nc1nc(C)c(-c2csc(Nc3cc(Cl)ccc3C)n2)s1 (stereo not given) | -24% | -29 |
| O=C(Nc1ccccc1OC(F)F)c1ccc(F)cc1 | ? | · |
| CC(=O)NNc1ncnc2ccccc12 | 16% | 2 |
| CC1(C)OC(=O)C(=Cc2ccc(-c3ccc(Cl)c(C(=O)O)c3)o2)C(=O)O1 | ? | · |
| COc1ccc2c(c1)O[C@@]1(CCCC[C@@H]1C)CC2=O | 23% | 25 |

Bioassay records: PubChem BioAssay, National Center for Advancing Translational Sciences (NCATS)
